DNMT1 inh = blocks human DNA methyltransferase DNMT1; P26358; DNMT1 molecular beacon, Hinp1I cleavage, fluorescence; inhibition (reported as % activation of signal), % at 10 µM; actives 0.83% (n = 360,000); in the data active means inhibition above about 50%
Rpn11 block = Rpn11 (human) deubiquitinase inhibition | human 26S proteasome, Ub4-pepOG fluorescence polarization; 20S core pre-blocked with epoxomicin | O00487 | actives 0.59% (n = 360,000) | calls only at 20 µM;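 active means inhibition at 20 µM, scaled to each plate's controls, above about 33%, limit read from the data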
Target sequence (O00487 whole entry, looked up): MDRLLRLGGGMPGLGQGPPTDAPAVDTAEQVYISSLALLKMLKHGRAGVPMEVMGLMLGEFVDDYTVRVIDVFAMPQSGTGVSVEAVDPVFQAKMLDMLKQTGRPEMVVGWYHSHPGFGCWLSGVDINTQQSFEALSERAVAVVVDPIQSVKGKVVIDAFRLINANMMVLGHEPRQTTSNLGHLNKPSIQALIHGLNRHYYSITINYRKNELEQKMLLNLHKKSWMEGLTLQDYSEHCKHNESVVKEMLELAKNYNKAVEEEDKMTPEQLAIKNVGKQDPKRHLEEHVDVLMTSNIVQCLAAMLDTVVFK
SUMO1-SIM PPI = alters human SUMO1 binding to SIM partners; SUMO1 binding to a labelled peptide, TR-FRET, 1 h; inhibition, % at 20 µM; actives 0.33% (n = 360,000); AID 602429; in the data active means inhibition above about 37%
Target sequence (P63165 whole entry, looked up): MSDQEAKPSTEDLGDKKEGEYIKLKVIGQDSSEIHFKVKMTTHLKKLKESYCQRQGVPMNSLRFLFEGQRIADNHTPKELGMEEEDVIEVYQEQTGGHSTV
STEP block = STEP (human) phosphatase inhibition. recombinant STEP, OMFP fluorogenic substrate, fluorescence. inhibition, % at 20 µM. actives 0.25% (n = 360,000). AID 588621;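 active means inhibition at 20 µM, scaled per plate between control wells, above about 37%, limit read from the data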;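 further: 0% = DMSO with enzyme and substrate and 100% = substrate only without enzyme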
Target sequence (P54829 whole entry, looked up): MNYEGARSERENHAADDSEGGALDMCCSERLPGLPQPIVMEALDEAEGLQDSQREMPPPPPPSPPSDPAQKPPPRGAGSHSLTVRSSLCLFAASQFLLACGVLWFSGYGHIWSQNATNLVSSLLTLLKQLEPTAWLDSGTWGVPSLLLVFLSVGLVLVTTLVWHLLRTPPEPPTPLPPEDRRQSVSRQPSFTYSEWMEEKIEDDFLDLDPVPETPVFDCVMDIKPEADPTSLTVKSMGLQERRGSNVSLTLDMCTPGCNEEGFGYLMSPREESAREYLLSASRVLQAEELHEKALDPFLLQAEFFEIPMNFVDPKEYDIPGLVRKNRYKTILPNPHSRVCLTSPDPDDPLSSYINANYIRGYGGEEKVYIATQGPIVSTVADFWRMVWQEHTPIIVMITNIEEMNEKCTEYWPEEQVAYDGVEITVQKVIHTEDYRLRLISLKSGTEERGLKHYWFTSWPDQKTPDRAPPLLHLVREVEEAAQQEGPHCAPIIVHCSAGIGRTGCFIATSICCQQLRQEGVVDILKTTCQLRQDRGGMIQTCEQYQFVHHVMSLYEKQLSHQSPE
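Test system: STEP tyrosine phosphatase / Reagent: OMFP at 25 µM / Doses: 20 µM, 1% DMSO / Read-out: percent inhibition scaled to no-enzyme and uninhibited-enzyme controls, plate-pattern corrected / Detection: FITC-channel fluorescence of OMFP product / Medium: Bis-Tris buffer pH 6.0, 2.5 mM DTT, 0.005% Tween 20 / Schedule: 20 min at room temperature, dark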
LMPTP inh = blocks human LMPTP phosphatase. actives 0.22% (n = 360,000). recombinant LMPTP-A, OMFP fluorogenic substrate, fluorescence intensity. P24666. inhibition, % at 20 µM. AID 651560;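 active means compounds that cut the enzyme signal by at least half of the control window in the single-dose screen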;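 further: plate controls were DMSO wells with enzyme plus substrate for no effect and substrate without enzyme for full effect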
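Test system – LMPTP-A phosphatase enzyme · Quantity – 0.625 nM LMPTP-A final · Reagent – OMFP substrate, 400 µM final · Dosing – one test concentration per compound, 20 µM, with 3% DMSO overall · Timing – 50 min enzyme reaction at room temperature, protected from light · Detection – fluorescence intensity · Controls – substrate-only low control, DMSO enzyme-plus-substrate high control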
Scp1 inh = blocks human Scp-1 phosphatase activity. actives 0.88% (n = 340,000). Recombinant Scp1, phosphopeptide, malachite green phosphate absorbance. Q9GZU7. inhibition, % at 20 µM;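 active means inhibition above about 50% at 20 µM, limit read from the data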;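 further: plate controls were DMSO wells with enzyme for no effect and wells lacking enzyme for full effect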
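Material: truncated SCP-1 phosphatase (76-261aa) / Buffer or medium: 50 mM Tris acetate pH 5.5, 0.005% Tween-20, 10 mM MgCl2 / Compound dosing: one concentration, 20 µM, with 1.0% DMSO / Incubation: 45 min room-temperature reaction, 5 min colour, 30 min stabiliser / Detection: colorimetric free-phosphate detection, absorbance 630 nm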
PABP1 MLLE inh = blocks PAM2 peptide binding to the PABP1 MLLE domain. P11940. GST-MLLE / FITC-PAM2 fluorescence polarization. actives 0.36% (n = 360,000). inhibition, % at 20 µM. AID 588489; in the data active means inhibition above about 35%, passing the limit was not always enough;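 further: plate controls were DMSO wells with GST-MLLE for no effect and wells lacking GST-MLLE protein for full effect; some results filed as inactive read as strong as hits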
NadD block = inhibitors of Staphylococcus aureus NadD. purified NadD enzyme, colorimetric absorbance read-out. inhibition, % at 20 µM. actives 0.78% (n = 360,000). AID 602399; in the data active means inhibition above about 26%; further: some compounds past the cut are filed as inactive
TbMetRS inhib = Trypanosoma brucei MetRS inhibition; purified T. brucei MetRS, ATP depletion, Kinase-Glo luminescence; inhibition, % at 11.9 µM; actives 0.4% (n = 360,000);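 active means inhibition above a per-plate cutoff of the control wells' mean inhibition plus 3 SD, cut at about 5.5% in these data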;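 further: 0% = DMSO wells median and 100% = median of wells with control inhibitor compound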
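Measured by: Kinase-Glo luciferase luminescence reporting remaining unconsumed ATP. Material: purified T. brucei MetRS enzyme. Doses: 11.9 µM compound single dose, 0.9% DMSO. Medium: HEPES buffer containing pyrophosphatase, BSA, spermine, DTT. Times: 15 min preincubation, 2 h reaction, all 25 °C. Reagent: methionine, ATP and bulk E. coli tRNA.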
CSN inh = inhibitors of human CSN-mediated cullin deneddylation; Q92905; Purified CSN, SCF-Nedd8-OG deneddylation, fluorescence polarization; inhibition, % at 12.5 µM; actives 0.38% (n = 360,000); AID 651999;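 active means pattern-corrected inhibition above about 35%, with an unprinted fluorescence ratio check between 0.5 and 1.5, limit read from the data, passing the limit was not always enough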;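 further: 0% = enzyme with substrate and 100% = substrate without enzyme; some results filed as inactive read as strong as hits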
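Detection – fluorescence polarization · System – HEK293T-derived human Csn5 enzyme · Controls – substrate-only high control, full reaction low control · Timing – 90 min, room temperature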
The depositor's hits bear a star; i = inactive; x = not tested or not shown; + = active, no number.

nr	TbMetRS inhib	LMPTP inh	PABP1 MLLE inh	CSN inh	SUMO1-SIM PPI	NadD block	STEP block	Rpn11 block	Scp1 inh	DNMT1 inh	canonical_smiles
1	-0.1	1.3	19	-2	1	-8	0	i	-10	-2	CC1CN(C(=O)c2ccc(COc3ccc4ccccc4c3)o2)CC(C)O1 (stereo not drawn)
2	0.0	-0.8	2	-2	-30	-1	0	i	-4	3	O=C(c1ccc(S(=O)(=O)Cc2cc(F)ccc2F)c([N+](=O)[O-])c1)N1CCCC1
3	-0.6	-2.3	-7	0	0	-3	0	i	-4	4	CCOC(=O)/C(C#N)=C(\N)C(C)C(=O)Nc1ccccn1 (stereo not drawn)
4	0.0	3.7	5	-1	4	24	1	i	2	-2	Cc1ccc2nc(-c3ccccc3O)c(Nc3ccc4c(c3)OCCO4)n2c1
5	-0.9	0.2	15	-1	0	3	0	i	0	-7	CCOc1ccc(-n2c(=O)cc(N3CCN(c4ccc(F)cc4)CC3)[nH]c2=O)cc1
6	-0.2	0.4	5	4	6	0	-3	i	-4	0	O=S(=O)(NCC1CCCO1)c1ccc(NS(=O)(=O)c2ccc(F)cc2)cc1 (stereo not drawn)
7	-1.1	-0.2	-1	5	-1	-1	0	i	-4	13	O=C(Nc1nc(-c2ccc(F)cc2)cs1)c1cnccn1
8	-0.3	-1.8	13	1	6	-6	0	i	-3	4	CC1CCCCC1NC(=O)CN(C)S(=O)(=O)c1ccc2c(c1)c(=O)n(C)c(=O)n2C (stereo not drawn)
9	0.1	-1.0	-6	-12	-1	-5	0	i	1	7	c1coc(CNc2c3c(nc4ncnn24)CCC3)c1
10	0.1	2.9	-23	-8	1	-2	0	+	9	-8	COCCn1cc(C(=O)c2cc(Br)ccc2O)cc(C#N)c1=O
11	-0.6	1.4	18	1	4	-1	0	i	-3	0	COc1ccc(CC(=O)NNC(=O)CSc2nc(C)c(C)c(=O)[nH]2)cc1
12	-0.7	0.4	4	3	0	-1	-5	i	-7	2	COc1ccc(-n2c(O)cnc2Nc2nc(C)cc(C)n2)cc1OC
13	0.1	-1.0	-2	-7	-14	-8	-2	i	-4	12	Cc1cc(C(F)(F)Cl)n2ncc(-c3ccccn3)c2n1
14	-0.2	-1.4	-2	1	2	2	-4	i	-6	1	COc1cc(CNc2nnnn2C)cc(OC)c1OC
15	-0.4	0.7	7	-2	-8	1	1	i	-12	-6	CCC(=O)NC(c1ccc(C)cc1)c1ccc2cccnc2c1O (stereo not drawn)
16	-0.1	0.5	5	2	-1	-8	2	i	8	2	CCOC(=O)C1(CC2CCCCO2)CCN(S(=O)(=O)c2cccc(F)c2)CC1 (stereo not drawn)
17	-0.7	0.9	-1	-5	-2	-1	2	i	-8	0	Nc1nc(-c2ccccn2)nc(N)c1Cc1ccccc1F
18	-0.1	-1.7	16	-5	0	-6	0	i	-10	-2	CSCCC(NC(=O)c1ccccc1Cl)C(=O)NCc1ccncc1 (stereo not drawn)
19	-0.1	-0.1	-4	-4	0	3	-1	i	-1	0	NS(=O)(=O)c1cccc(NC(=O)COC(=O)CN2C(=O)C3CC=CCC3C2=O)c1 (stereo not drawn)
20	-0.8	0.4	-2	-4	6	-1	0	i	-8	1	CCCCN(C(=O)COc1ccc(C)cc1OC)c1c(N)n(CCC)c(=O)[nH]c1=O
21	-0.8	0.9	10	2	-6	3	-2	i	-2	-6	COc1ccc(-n2c(SCC(N)=O)nc3sc4c(c3c2=O)CCC4)cc1
22	-0.5	0.2	17	0	0	-3	0	i	-4	2	COCC(=O)N1CCC(n2nccc2NC(=O)c2ccccc2OC)CC1
23	0.3	6.5	-2	2	7	-4	-3	i	-8	0	Cc1cc(=O)oc2c(C)c(OC(C)C(=O)NCCN3CCOCC3)ccc12 (stereo not drawn)
24	-0.1	-2.1	-6	1	1	-5	-3	i	-3	0	Cc1cnc(C(=O)NCCc2ccc(C(F)(F)F)cc2)cn1
25	-0.2	0.1	-3	-3	4	2	-2	i	-2	1	Cc1ccc(-n2nc3c(=O)n(CCCC(=O)NCc4ccco4)nc(C)c3c2C)cc1
26	0.0	2.6	-2	3	-6	23	-3	i	3	-2	Nc1nnc(SCC(=O)Nc2sc3c(c2C(=O)c2ccccc2)CCCC3)s1
27	-0.9	-1.1	5	-3	1	-18	1	i	-7	3	COc1cccc(C(=O)NCCCN2CCN(CCCNC(=O)c3cccc(OC)c3)CC2)c1
28	-0.3	3.9	16	3	9	11	-4	i	12	-46	C[C@H](CO)N1C[C@H](C)[C@H](CN(C)Cc2ccc(-c3ccccc3)cc2)Oc2ccc(NS(=O)(=O)c3ccccc3)cc2CC1=O
29	-0.1	-1.2	20	2	-1	-7	4	i	-4	2	Cc1ccc(S(=O)(=O)N2CC3CCC2C3)cc1 (stereo not drawn)
30	-0.6	5.8	-9	-4	4	-3	-5	i	-14	-34	CC[C@@H]1Cc2cc(O)ccc2C2=C1c1ccc(O)cc1C[C@H]2CC
31	-0.9	1.5	6	5	-1	8	0	i	-5	29	CC(=O)c1cccc(NC(=O)c2cc(-c3ccc(C)cc3)on2)c1
32	-0.2	0.4	-59	2	1	-2	0	i	-12	0	CC(c1ccc2c(c1)OCO2)n1c(=S)[nH]c2ccccc2c1=O (stereo not drawn)
33	-0.8	0.5	4	-16	-1	-5	-1	i	-3	40	Cc1ccccc1Cn1c(=O)n(CC2CCC(C(=O)NCCc3ccccc3)CC2)c(=O)c2ccccc21 (stereo not drawn)
34	0.2	-6.1	46*	-3	-28	-11	0	i	-6	-5	Cc1ccc(/C=C2/Sc3ccc(C(=O)N4CCN(C)CC4)cc3NC2=O)cc1
35	-0.3	0.9	0	-3	5	-4	0	i	27	2	O=C(COC(=O)Cc1ccccc1)NCc1ccc2c(c1)OCO2
36	-1.1	-0.8	1	-1	2	2	-1	i	0	3	CCCNC(=O)c1cc(-c2ccc(OC)cc2)n(CCCOC)c1C
37	-1.2	-0.1	-33	0	3	-2	1	i	26	1	Cc1cccc(NC(=S)NCCc2ccc(Cl)cc2)c1C
38	0.0	1.9	3	2	2	2	0	i	-3	0	COc1cc2c(cc1OC)-c1nnc(-c3ccco3)n1C1(CCCC1)C2
39	-0.6	0.9	4	-3	2	1	-15	i	3	-2	COc1ccccc1-c1c(C)nn2c(N3CCC4(CC3)OCCO4)cc(C)nc12
40	-1.4	-0.1	8	0	1	-7	3	i	-2	-4	Cn1c(C(=O)NCc2cccnc2)cc2sc(Cl)cc21
41	-1.3	-0.7	9	-1	0	2	-1	i	3	1	COCCNC(=O)CN(C(=O)c1ccc(N2CCCC2)nc1)c1ccc(Cl)cc1
42	-0.6	-1.8	9	4	-1	3	1	i	16	4	Cc1noc(C)c1S(=O)(=O)N(C)C[C@H]1Oc2c(cccc2N(C)C)C(=O)N([C@H](C)CO)C[C@@H]1C
43	-0.4	-0.3	6	-3	0	2	-2	i	x	2	CCCCN(C)C(=O)c1sc(=O)n(Cc2ccccc2C#N)c1C
44	0.0	-2.1	19	-3	1	0	3	i	-5	1	CCCc1nnc(NC(=O)CS(=O)(=O)c2ccccc2)s1
45	-0.3	-4.6	-18	1	3	-4	-1	i	-6	-2	Cc1ccccc1CN1C(=O)c2ccccc2S(=O)c2ccc(C(=O)NCCCN3CCOCC3)cc21 (stereo not drawn)
46	-0.5	1.7	2	-10	3	-1	3	i	x	-2	COc1ccccc1Cn1c(C)c(C(=O)NCc2cccc(C)c2)sc1=O
47	0.4	0.0	10	0	3	-7	-1	i	-5	3	O=C(CNC(=O)c1ccccc1)NCC(=O)OCC(=O)c1ccccc1Cl
48	-0.6	-1.6	36	-1	-7	-4	0	i	-2	-1	CN1CCC(N(C)C(=O)/C(C#N)=C/c2ccc(OC(F)F)cc2)CC1
49	-0.2	-1.4	-4	2	-1	-3	-2	i	-6	7	OCC[C@@H]1C[C@@H](O)[C@H](O)[C@@]2(OCc3ccccc32)O1

From entry 37 as far as 49, as listed above:
nr	TbMetRS inhib	LMPTP inh	PABP1 MLLE inh	CSN inh	SUMO1-SIM PPI	NadD block	STEP block	Rpn11 block	Scp1 inh	DNMT1 inh	canonical_smiles
37	-1.2	-0.1	-33	0	3	-2	1	i	26	1	Cc1cccc(NC(=S)NCCc2ccc(Cl)cc2)c1C
38	0.0	1.9	3	2	2	2	0	i	-3	0	COc1cc2c(cc1OC)-c1nnc(-c3ccco3)n1C1(CCCC1)C2
39	-0.6	0.9	4	-3	2	1	-15	i	3	-2	COc1ccccc1-c1c(C)nn2c(N3CCC4(CC3)OCCO4)cc(C)nc12
40	-1.4	-0.1	8	0	1	-7	3	i	-2	-4	Cn1c(C(=O)NCc2cccnc2)cc2sc(Cl)cc21
41	-1.3	-0.7	9	-1	0	2	-1	i	3	1	COCCNC(=O)CN(C(=O)c1ccc(N2CCCC2)nc1)c1ccc(Cl)cc1
42	-0.6	-1.8	9	4	-1	3	1	i	16	4	Cc1noc(C)c1S(=O)(=O)N(C)C[C@H]1Oc2c(cccc2N(C)C)C(=O)N([C@H](C)CO)C[C@@H]1C
43	-0.4	-0.3	6	-3	0	2	-2	i	x	2	CCCCN(C)C(=O)c1sc(=O)n(Cc2ccccc2C#N)c1C
44	0.0	-2.1	19	-3	1	0	3	i	-5	1	CCCc1nnc(NC(=O)CS(=O)(=O)c2ccccc2)s1
45	-0.3	-4.6	-18	1	3	-4	-1	i	-6	-2	Cc1ccccc1CN1C(=O)c2ccccc2S(=O)c2ccc(C(=O)NCCCN3CCOCC3)cc21 (stereo not drawn)
46	-0.5	1.7	2	-10	3	-1	3	i	x	-2	COc1ccccc1Cn1c(C)c(C(=O)NCc2cccc(C)c2)sc1=O
47	0.4	0.0	10	0	3	-7	-1	i	-5	3	O=C(CNC(=O)c1ccccc1)NCC(=O)OCC(=O)c1ccccc1Cl
48	-0.6	-1.6	36	-1	-7	-4	0	i	-2	-1	CN1CCC(N(C)C(=O)/C(C#N)=C/c2ccc(OC(F)F)cc2)CC1
49	-0.2	-1.4	-4	2	-1	-3	-2	i	-6	7	OCC[C@@H]1C[C@@H](O)[C@H](O)[C@@]2(OCc3ccccc32)O1
